Screening results (PubChem BioAssay)
Mcl1-Noxa inh: Mcl-1/Noxa interaction inhibition. Q07820. TR-FRET Mcl-1/Noxa peptide binding, 2 h. inhibition, % at 21.7 µM. 220,000 compounds, 1.5% hits. AID 1022;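 active = compounds that cut the protein-peptide binding signal by more than 50% relative to plate controls in a single-dose test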;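 also: His-tagged Mcl-1 with rhodamine Noxa BH3 peptide and terbium anti-His antibody; 0% = Mcl-1 plus Noxa peptide wells and 100% = peptide-only wells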
Target sequence (Q07820 whole entry, looked up): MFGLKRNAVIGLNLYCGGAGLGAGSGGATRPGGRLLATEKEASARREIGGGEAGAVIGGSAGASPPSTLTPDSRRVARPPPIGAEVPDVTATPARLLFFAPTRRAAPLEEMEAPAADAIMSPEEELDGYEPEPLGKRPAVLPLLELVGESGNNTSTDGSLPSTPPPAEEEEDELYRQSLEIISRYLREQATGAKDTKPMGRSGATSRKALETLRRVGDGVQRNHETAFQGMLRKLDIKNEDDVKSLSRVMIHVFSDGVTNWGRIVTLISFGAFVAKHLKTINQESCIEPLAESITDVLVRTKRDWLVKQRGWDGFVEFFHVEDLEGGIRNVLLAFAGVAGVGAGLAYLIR
Cdc42 wt: changes GTP binding to wildtype human Cdc42 | P60953 | GST-Cdc42 beads, Bodipy-GTP binding, flow cytometry; actives lie on both sides | percent activity (GTP binding), % at 10 µM | 190,000 compounds, 0.2% hits;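 active = percent activity GTP binding at least 20 points away from the 100% baseline, either down as inhibitor or up as activator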;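 also: median bead fluorescence of bound Bodipy-FL-GTP at 100 nM; 0% = excess unlabeled GTP control and 100% = no compound control; below 100% means less GTP binding so inhibitor and above means activator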
Target sequence (P60953 whole entry, looked up): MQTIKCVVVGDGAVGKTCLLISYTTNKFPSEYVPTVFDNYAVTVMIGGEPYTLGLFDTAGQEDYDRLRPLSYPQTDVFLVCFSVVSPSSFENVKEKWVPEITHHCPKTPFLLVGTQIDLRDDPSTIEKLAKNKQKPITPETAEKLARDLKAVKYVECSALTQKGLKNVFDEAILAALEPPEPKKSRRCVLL
ABCG2 block: blocks JC-1 efflux by human ABCG2 transporter | AID 1325 | 190,000 compounds, 0.1% hits | inhibition, % at 6.6 µM | IgMXP3 cells, flow cytometry;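 active = inhibition above 80%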;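 also: 0% = DMSO and 100% = nicardipine control wells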
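Assay system – ABCG2 IgMXP3 and barcoded ABCB1 CCRF-Adr cell mix · Input – 3 million cells/mL in well · Reagent – JC-1 fluorescent substrate · Compound – single test compound dose, 6.6 µM final · Timing – 10 min exposure at 25 °C with rotation, no wash · Detection – flow cytometry of retained JC-1 fluorescence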
Avidin bead fluor: avidin bead compound fluorescence profile; AID 1775; 220,000 compounds, 0.38% hits; fluorescence (KMESF) at 10 µM; Avidin beads, compound fluorescence 488/530 nm, flow cytometry; hits give high values; in the data active = fluorescence above about 47; also: inactives centre near 10
Pf gamet viab: inhibitors of late stage P. falciparum gametocyte viability | P. falciparum stage V gametocytes, ATP luminescence, 24 h | inhibition, % at 10.9 µM | 150,000 compounds, 0.065% hits;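 active = inhibition above the mean plus 3 SD of compounds within the control limits, set per campaign, cut at about 38% in these data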;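 also: 0% = DMSO wells and 100% = medium only without gametocytes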
Rab2 wt GTP: changes GTP binding to wildtype dog Rab2A, up or down; GTP binding activity, % at 10 µM; P61105; GST-Rab2 wt beads, Bodipy-GTP binding, flow cytometry; 190,000 compounds, 0.19% hits;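 active = GTP binding activity at least 20 points away from 100%, either lowered or raised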;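 also: 0% = beads with excess unlabeled GTP and 100% = no-compound control corrected for plate trend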
ABCB1 inh: human ABCB1 inhibition, ABCG2 as counter-screen | P08183 | CCRF-Adr cells, JC-1 efflux, flow cytometry | inhibition, % at 6.6 µM | 190,000 compounds, 0.067% hits; in the data active = inhibition above about 40%;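 also: 0% = vehicle and 100% = reference inhibitor; higher value means more JC-1 retained so stronger ABCB1 efflux block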
Rac1 wt GTP bind: human Rac1 wildtype GTP binding, inhibitors and activators. GST-Rac1 beads, fluorescent GTP binding, flow cytometry; actives lie on both sides; 0 = cold GTP competed, 100 = untreated. GTP binding activity (% of control), % at 10 µM. 190,000 compounds, 0.27% hits. AID 757;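 active = GTP binding activity at least 20 points away from the 100% control level, either lower or higher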
HRas wt GTP: changes GTP binding to wildtype human HRas. GST-Ras wt beads, Bodipy-FL-GTP binding, flow cytometry; actives lie on both sides. 190,000 compounds, 0.14% hits. AID 759. GTP binding activity, % at 10 µM. P01112;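 active = GTP binding activity at least 20% away from the 100% baseline, either lowered as inhibitor or raised as activator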;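 also: 0% = unlabeled GTP competition control and 100% = no-compound control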
Target sequence (P01112 whole entry, looked up): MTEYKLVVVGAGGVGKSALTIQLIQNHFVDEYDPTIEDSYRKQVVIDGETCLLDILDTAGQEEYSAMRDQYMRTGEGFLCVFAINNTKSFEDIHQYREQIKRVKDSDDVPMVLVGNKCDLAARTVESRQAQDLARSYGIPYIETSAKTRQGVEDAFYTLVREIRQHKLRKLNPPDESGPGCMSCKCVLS
Rac1 act GTP bind: human Rac1 activated mutant GTP binding change. P63000. GST-Rac1 activated beads, fluorescent GTP binding, flow cytometry; actives lie on both sides; 100% means binding = to untreated wells. percent activity (GTP binding), % at 10 µM. 190,000 compounds, 0.11% hits. AID 764;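 active = GTP binding at least 20 percentage points away from the 100% baseline, in either direction, so actives lie on both sides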
Rab7 wt GTP bind: modulators of GTP binding to dog Rab7 wildtype GTPase. AID 758. 190,000 compounds, 0.055% hits. GTP binding activity (percent of control), % at 10 µM. GST-Rab7 beads, fluorescent GTP binding, flow cytometry; actives lie on both sides; untreated = 100%, excess cold GTP = 0%;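 active = fluorescent GTP binding to Rab7 beads changed by at least 20 points from the 100% baseline, either direction, mostly lower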;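 also: median green fluorescence of bound Bodipy-FL-GTP per Rab7 bead population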
Numbers without * were called inactive; . = no result given. The order is random; any-hit rate near 2.3%.

SMILES	Mcl1-Noxa inh	Cdc42 wt	ABCG2 block	Avidin bead fluor	Pf gamet viab	Rab2 wt GTP	ABCB1 inh	Rac1 wt GTP bind	HRas wt GTP	Rac1 act GTP bind	Rab7 wt GTP bind
N#Cc1ccccc1NC(=O)CSc1nnc(-c2ccccc2)n1-c1ccccc1	-8	103	13	10	.	100	3.5	104	103	98	104
O=C(Nc1ccc(N2CCOCC2)cc1)c1cccc(S(=O)(=O)N2CCC(Cc3ccccc3)CC2)c1	17	101	0	35	-6	96	0.7	102	100	99	94
CCCCCOC(=O)CSc1n[nH]c(=O)[nH]c1=O	16	101	0	9	-11	103	0.1	110	104	100	106
Clc1ccc2nc(N3CCCCC3)sc2c1	2	99	6	12	-12	100	0.2	99	99	99	96
CN(Cc1ccc(F)cc1)Cc1nc(-c2cnccn2)no1	4	97	1	5	-14	98	0.2	98	99	96	98
c1ccc(Cn2nnnc2C(c2cccs2)N2CCc3ccccc3C2)cc1 (stereo not given)	16	99	4	18	.	99	1.2	99	99	100	99
CN(C)CCNC(=O)C(=O)c1c(-c2ccccc2)cc2ccccn12	0	99	0	10	.	100	1.5	98	99	96	96
COC(=O)c1ccc(S(=O)(=O)N2C3CCC2CC(NC(=O)NC2CCCCC2)C3)cc1 (stereo not given)	34	109	3	33	.	102	0.4	108	103	100	103
CCCCOC(=O)Nc1nnc(SCCOc2ccc(C)cc2)s1	2	102	-1	6	13	100	0.1	101	100	98	104
Fc1ccc(COc2ccc3ccccc3c2CNc2nn[nH]n2)cc1	-38	95	0	9	.	95	0.0	97	94	93	95
[O-]/C(=C(\C(=S)Nc1cccc2ccccc12)[n+]1ccccc1)c1ccc2c(c1)OCCO2	4	101	16	10	-2	101	-1.4	105	99	96	100
COc1ccc(C(=O)N/C(=C\c2cccc([N+](=O)[O-])c2)C(=O)Nc2cccc(C(=O)O)c2)cc1	3	62*	3	9	7	60*	0.5	64*	69*	82	92
CCOC(=O)C(C)N1C(=O)S/C(=C/c2cc(C)n(-c3ccncc3)c2C)C1=O (stereo not given)	14	98	6	12	11	101	1.2	100	100	98	104
Cc1ccccc1OCC(=O)OC(C)CN1CCN(C)CC1 (stereo not given)	38	95	1	9	.	98	0.1	94	98	96	94
COc1ccc(CN2CCNC(=O)C2CC(=O)NCc2cn3ccc(C)cc3n2)c(OC)c1 (stereo not given)	19	97	2	4	-10	101	1.1	100	99	96	106
CN(Cc1ccccc1)C(=O)COC(=O)/C=C/c1ccco1	6	96	3	10	8	98	0.1	91	98	94	100
CC1(C)CC(=O)C(C=NCc2cccnc2)=C(O)C1	9	107	3	7	.	106	0.7	104	105	101	99
O=C(/C=C/c1ccncc1)c1ccc2c(c1)OCCO2	17	94	7	10	2	97	1.4	96	95	94	103
O=C(CSc1ccc2nnc(-c3ccccn3)n2n1)Nc1nccs1	2	65*	0	23	.	62*	0.0	54*	68*	73*	80
CN(C)C(=S)N=Nc1[nH]c2ccccc2c1O	-10	103	-1	10	15	96	-0.6	89	93	95	100
Cc1cccc(N(Cc2cc3ccccc3[nH]c2=O)S(C)(=O)=O)c1	16	100	2	20	8	101	0.8	105	99	100	99
CCOC(=O)C1CCN(S(=O)(=O)Cc2ccccc2)CC1	-3	104	6	36	-7	102	1.0	107	104	101	103
Cn1c(SCC(=O)NCc2ccc3c(c2)OCO3)nc2scc(-c3cccs3)c2c1=O	23	100	1	31	25	99	0.3	101	100	98	98
COc1ccc(Cn2c(S(=O)(=O)CC(N)=O)nc3ccccc32)cc1[N+](=O)[O-]	9	95	1	12	.	94	0.7	102	97	99	94
CCOC(=O)C(CCCOc1cccc(OC)c1)C(=O)OCC	-10	100	1	34	-19	100	0.0	102	101	98	100
O=C(Nc1ccn(Cc2c(F)c(F)cc(F)c2F)n1)c1ccc(COc2ccc(Cl)cc2Cl)o1	-18	103	69	12	.	104	2.9	104	102	100	102
COCCCN=C1NN=C(c2cc(C)n(-c3ccccc3)c2C)CS1	11	100	12	9	-5	98	4.3	99	99	97	103
CCOC(=O)C1CCN(C(=O)c2sc3nc(C)nc(N4CCC(C)CC4)c3c2C)CC1	10	99	2	6	.	102	0.9	102	100	99	99
O=c1cc(O)c2c(=O)n(C3CCCCC3)c3ccccc3c2o1	-29	96	16	9	-18	98	1.1	101	100	97	101
Cc1ccccc1NC(=O)c1ccc2c(c1)C(=O)N(CCC(C)C)C2=O	-1	96	6	10	5	98	0.7	97	97	97	100
COc1cc(OC)cc(-c2ncc3ccccn23)c1	21	97	1	14	.	96	-0.1	98	97	97	96
Nc1ccc(Sc2ccc([N+](=O)[O-])cc2)cc1	20	98	12	11	-12	98	2.0	101	98	98	98
Cn1c(SCC(=O)NCC2CCCO2)nnc1-c1ccc(S(=O)(=O)N2CCCC2)cc1 (stereo not given)	-15	100	-2	16	-7	98	-2.3	97	101	96	99
COC(=O)c1cccc(S(=O)(=O)N2CCC(C)CC2)c1	-3	102	-5	29	.	103	0.3	106	101	100	104
O=C(CSCc1c(Cl)cccc1Cl)NCc1ccco1	-6	96	1	22	.	96	0.4	102	97	96	94
COc1ccc(NC(=O)C(NC(C)=O)C(=O)NCc2ccccc2Cl)cc1 (stereo not given)	18	100	2	6	-30	103	0.6	101	101	100	100
COc1cc(/C=C2\SC(=O)NC2=O)ccc1Oc1ccc([N+](=O)[O-])cc1[N+](=O)[O-]	87*	86	0	11	.	88	-0.1	88	89	85	87
Cc1ccc(NC(=O)COc2ccccc2CNC(C)(C)CC(C)(C)C)cc1	15	102	1	36	-6	99	0.6	105	102	101	101
Cc1ccc2nc(N3CCN(S(=O)(=O)c4ccc5c(c4)OCCO5)CC3)c(C#N)cc2c1	-201	103	2	11	.	103	0.9	107	103	99	102
Cc1ccc(NC(=O)c2ccccc2N(C)S(C)(=O)=O)cc1C	15	106	3	7	.	105	0.9	102	105	102	101
O=C(NCCOCc1ccc(Cl)cc1)c1ncn[nH]1	1	102	4	13	.	101	0.8	103	101	102	98
CCCC/C(C)=N/NC(=O)NC1CCCCC1	-7	105	6	10	.	101	0.6	104	100	102	98
Cc1cc(C)cc(NC(=O)CN2CCN(CCN=CC3=C(O)CC(c4ccc(Cl)cc4)CC3=O)CC2)c1 (stereo not given)	6	97	8	10	21	98	2.7	99	97	97	103
CS(=O)(=O)N(CC(=O)Nc1ccccc1-c1ccccc1)c1cccc(F)c1	7	100	1	9	-19	101	0.2	104	100	96	97
NS(=O)(=O)c1cccc(NC(=S)NCc2ccc3c(c2)OCO3)c1	-6	100	-1	23	-2	97	-0.6	95	96	96	97
O=C(NN=C1CCCCCC1)c1c[nH]c2ccccc12	-4	100	-5	5	-4	98	-0.2	104	99	101	96
Cc1nc2cc(C(F)(F)F)ccc2n1C1CCN(CC(=O)N2CCCC2)CC1	-3	100	5	13	9	100	1.1	99	97	96	100
O=C(Nc1cccc(C(=O)O)c1)/C(=C\c1ccc2c(c1)OCO2)NC(=O)c1ccccc1	6	95	8	12	15	98	0.8	96	98	95	93

Shown with bars between the fields: entries from further up.
SMILES | Mcl1-Noxa inh | Cdc42 wt | ABCG2 block | Avidin bead fluor | Pf gamet viab | Rab2 wt GTP | ABCB1 inh | Rac1 wt GTP bind | HRas wt GTP | Rac1 act GTP bind | Rab7 wt GTP bind
Cc1ccc(NC(=O)c2ccccc2N(C)S(C)(=O)=O)cc1C | 15 | 106 | 3 | 7 | . | 105 | 0.9 | 102 | 105 | 102 | 101
O=C(NCCOCc1ccc(Cl)cc1)c1ncn[nH]1 | 1 | 102 | 4 | 13 | . | 101 | 0.8 | 103 | 101 | 102 | 98
CCCC/C(C)=N/NC(=O)NC1CCCCC1 | -7 | 105 | 6 | 10 | . | 101 | 0.6 | 104 | 100 | 102 | 98
Cc1cc(C)cc(NC(=O)CN2CCN(CCN=CC3=C(O)CC(c4ccc(Cl)cc4)CC3=O)CC2)c1 (stereo not given) | 6 | 97 | 8 | 10 | 21 | 98 | 2.7 | 99 | 97 | 97 | 103
CS(=O)(=O)N(CC(=O)Nc1ccccc1-c1ccccc1)c1cccc(F)c1 | 7 | 100 | 1 | 9 | -19 | 101 | 0.2 | 104 | 100 | 96 | 97
NS(=O)(=O)c1cccc(NC(=S)NCc2ccc3c(c2)OCO3)c1 | -6 | 100 | -1 | 23 | -2 | 97 | -0.6 | 95 | 96 | 96 | 97
O=C(NN=C1CCCCCC1)c1c[nH]c2ccccc12 | -4 | 100 | -5 | 5 | -4 | 98 | -0.2 | 104 | 99 | 101 | 96
Cc1nc2cc(C(F)(F)F)ccc2n1C1CCN(CC(=O)N2CCCC2)CC1 | -3 | 100 | 5 | 13 | 9 | 100 | 1.1 | 99 | 97 | 96 | 100
O=C(Nc1cccc(C(=O)O)c1)/C(=C\c1ccc2c(c1)OCO2)NC(=O)c1ccccc1 | 6 | 95 | 8 | 12 | 15 | 98 | 0.8 | 96 | 98 | 95 | 93

Following part
SMILES	Mcl1-Noxa inh	Cdc42 wt	ABCG2 block	Avidin bead fluor	Pf gamet viab	Rab2 wt GTP	ABCB1 inh	Rac1 wt GTP bind	HRas wt GTP	Rac1 act GTP bind	Rab7 wt GTP bind
COc1ccc(OCCCC(=O)Nc2nc(C)c(C(C)=O)s2)cc1	13	104	2	12	9	99	-0.1	105	99	98	98
O=c1cc(CSc2ccc(Cl)cc2)nc(-c2ccncc2)[nH]1	-3	95	4	10	-1	95	0.5	94	94	94	96
CSc1nc2ccc(S(=O)(=O)NC3CCCCC3)cc2s1	17	96	2	28	.	97	0.4	98	98	96	99
COc1c(C)cc(Br)cc1C(=O)Nc1ccccc1N1CCN(C(=O)c2ccccc2)CC1	5	89	24	10	14	95	14	94	94	91	104
Cc1ccc(S(=O)(=O)/N=C(\Nc2cccc(C)c2)Nc2nc(C)cc(C)n2)cc1	-3	102	15	13	.	99	2.4	101	100	97	99
Cc1c(C(=O)OC2CCCCC2)[nH]c2c1C(=O)CC(C)(C)C2	-16	106	9	48*	2	102	1.3	106	104	101	103
CCN1CCN(C(=S)Nc2ccc3nc(N4CCN(CC)CC4)cc(C)c3c2)CC1	18	100	3	4	-28	98	0.8	105	99	98	102
Cc1nc2ncnn2c(C)c1Cc1ccc(Cl)cc1	3	100	0	3	.	100	0.3	100	100	99	101
